# Screening data (PubChem BioAssay)
# STK33 inh: human STK33 kinase inhibition; purified STK33, MBP phosphorylation, ADP-Glo luminescence; inhibition, % at 10 µM; 0.073% of 320,000 active; AID 2661;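 active = inhibition at or above 25%, using the most active replicate where run in duplicate; inactive = inhibition below 25%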
# Target sequence (Q9BYT3 whole entry, looked up): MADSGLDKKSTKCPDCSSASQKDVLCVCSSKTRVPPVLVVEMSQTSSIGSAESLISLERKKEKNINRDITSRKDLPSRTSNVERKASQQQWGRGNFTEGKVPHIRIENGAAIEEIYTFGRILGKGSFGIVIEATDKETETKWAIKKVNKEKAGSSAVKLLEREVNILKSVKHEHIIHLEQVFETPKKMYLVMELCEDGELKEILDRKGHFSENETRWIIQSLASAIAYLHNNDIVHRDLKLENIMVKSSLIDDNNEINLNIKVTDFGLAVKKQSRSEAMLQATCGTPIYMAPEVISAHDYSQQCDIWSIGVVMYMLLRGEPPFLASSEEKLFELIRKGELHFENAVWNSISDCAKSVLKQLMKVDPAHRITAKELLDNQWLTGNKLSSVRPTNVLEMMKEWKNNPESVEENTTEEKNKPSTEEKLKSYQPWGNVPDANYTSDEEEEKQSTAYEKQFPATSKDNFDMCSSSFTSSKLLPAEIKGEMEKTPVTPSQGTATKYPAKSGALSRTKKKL
# OX1R antag: blocks the human orexin 1 receptor; O43613; OX1R-expressing cells, FRET antagonist read-out; inhibition, % at 6.6 µM; 1.8% of 330,000 active; AID 485270; in the data active = inhibition mostly above about 38%, no sharp cut-off; inactive = mostly below about 40%;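 note: 0% = agonist challenge alone and 100% = reference antagonist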
# Target sequence (O43613 whole entry, looked up): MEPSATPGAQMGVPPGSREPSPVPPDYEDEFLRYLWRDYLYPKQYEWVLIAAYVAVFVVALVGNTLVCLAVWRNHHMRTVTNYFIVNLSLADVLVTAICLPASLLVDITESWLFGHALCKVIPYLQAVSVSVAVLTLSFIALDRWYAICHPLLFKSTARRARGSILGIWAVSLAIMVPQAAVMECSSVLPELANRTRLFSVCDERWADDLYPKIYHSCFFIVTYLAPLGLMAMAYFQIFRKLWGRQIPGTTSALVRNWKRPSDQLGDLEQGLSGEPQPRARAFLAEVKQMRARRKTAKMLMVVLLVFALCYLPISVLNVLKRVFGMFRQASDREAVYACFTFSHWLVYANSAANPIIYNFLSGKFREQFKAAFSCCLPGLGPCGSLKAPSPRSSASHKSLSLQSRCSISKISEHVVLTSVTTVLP
# KCNQ2 block: KCNQ2 potassium channel inhibitors, primary screen, cell-based, CHO-K1, FluxOR thallium flux, B-score (AID 2156); O88943; 20 min; active compounds read low; B-score at 10 µM; 1.1% of 310,000 active;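 active = fluorescence ratio B-score at most minus 3 library SDs, with starting brightness B-score within 2 library SDs, cut at about -5.5 in these data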
# Starred values were filed as active, the others as inactive; i = inactive; . = no result given. Rows were taken by chance. About 2.7% of those tested had a hit in this group.
# Screens in order – STK33 inh, OX1R antag, KCNQ2 block
> O=C(Nc1nc2ccccc2[nH]1)C12CC3CC(CC(C3)C1)C2
 : 0.7, 25, i
> Cc1cc(NC(=O)CSc2nc3ccccc3n2CCC#N)no1
 : -1.4, 6, i
> O=C(CN(CCc1ccccc1)C(=O)CNS(=O)(=O)c1ccccc1)NCC1CCCO1 (stereo not given)
 : 2.9, 18, i
> Cc1ccc(C(C)NC(=O)Cn2nc(C)c([N+](=O)[O-])c2C)cc1 (stereo not given)
 : 0.9, 10, i
> CCN(CC)Cc1c(-c2ccccc2)[nH]c2ccc(C)cc2c1=O
 : 0.3, 4, i
> COC(=O)N1C(=O)[C@](c2ccc(Cl)cc2)(C(C)C)N1C(=O)OC
 : -1.8, 9, i
> COc1ccc(Cl)cc1NC(=O)COC(=O)/C=C/c1c(C)nn(C2CCS(=O)(=O)C2)c1Cl (stereo not given)
 : -0.5, 56, i
> Cc1ccc(N2CC(C(=O)N/N=C/c3cccc([N+](=O)[O-])c3)CC2=O)cc1 (stereo not given)
 : -0.5, 31, i
> C/C(=N/NC(=O)CNC(=O)c1ccccc1F)c1ccc2c(c1)CCCC2
 : -1.7, 9, i
> O=C(NCC1CCCO1)C(=O)NCC1CCCN1S(=O)(=O)c1ccccc1 (stereo not given)
 : -0.1, 0, i
> CCN(CC)C(=O)c1cccc(NC(=O)c2ccc3c(=O)n4c(nc3c2)CCC4)c1
 : -2.3, 16, i
> CN1C(=O)CC(N2CCN(C(c3ccccc3)c3ccccc3)CC2)C1=O (stereo not given)
 : -1.6, 9, i
> CCOC(=O)N1CCN(Cc2nc3c(c(=O)n(C)c(=O)n3C)n2Cc2ccccc2C)CC1
 : -1.4, 4, i
> O=C(CNC(=O)c1cccs1)NC1=NCCS1
 : 1.4, -1, i
> CCOc1ccc(NC(=O)CNC(=O)c2nn(-c3ccc(OC)cc3)c(=O)c3ccccc23)cc1
 : -1.3, 32, i
> N#Cc1c(C(F)(F)F)cc(-c2ccccc2)nc1SCC(=O)Nc1sc2c(c1C#N)CCC2
 : -0.2, 2, i
> Nc1cc(=O)[nH]c(=O)n1Cc1ccco1
 : -1.3, 23, i
> O=c1[nH]c(N2CCCCCC2)nc2ncn(Cc3ccccc3)c12
 : -2.2, 13, i
> CC1CN(C2CCCCC2)c2nc3c(c(=O)n(C)c(=O)n3C)n2C1 (stereo not given)
 : 0.0, 6, i
> Cc1cc(N2C(=O)C3C4C=CC(C4)C3C2=O)ccc1Br (stereo not given)
 : -0.1, 4, i
> COc1ccc(Cl)cc1N=Cc1c(O)c2ccccc2oc1=O
 : -2.9, 11, i
> O=C(NCc1ccc2c(c1)OCO2)c1c(-c2ccsc2)sc2ccccc12
 : -0.8, 36, .
> O=C1N[C@@H](Cc2ccccc2)COC(=O)[C@H](Cc2ccc(F)cc2)C/C=C\C[C@@H]1CC(=O)N(CCO)Cc1ccccc1
 : -2.4, 19, .
> CC(=O)N1CCN(c2ccccc2NC(=O)c2ccco2)CC1
 : 3.3, 13, i
> COc1ccc(CNc2oc(C)nc2C#N)cc1
 : -0.3, 5, i
> CC(CC(=O)Nc1nc2ccccc2[nH]1)c1ccccc1 (stereo not given)
 : 2.7, 24, i
> CCCc1ccc(-c2ccc(/C=C/C(=O)O)cc2)nc1
 : -3.3, 14, i
> O=C(CSc1nnnn1C1CCCCC1)N1CCN(C(=O)c2ccco2)CC1
 : 0.3, 11, i
> O=C(CSc1nnc(-c2ccco2)n1-c1ccccc1)NCC1CCCO1 (stereo not given)
 : -0.6, 8, i
> CCn1c(SCC(=O)NCc2ccc3c(c2)OCO3)nnc1-c1c[nH]c2ccccc12
 : 0.7, 28, i
> COc1cccc(CN(C)CC(=O)NCc2ccc(C)cc2)c1
 : -0.6, 0, i
> CC1CCCCN1S(=O)(=O)c1ccc(S(=O)(=O)N(Cc2ccccc2)Cc2ccco2)cc1 (stereo not given)
 : -2.3, 18, i
> O=C(CCCc1ccccc1)N1CCN(C2CCCCC2)CC1
 : 2.4, -1, i
> CC(C)(C)NC(=O)NC(=O)COC(=O)c1cccc(F)c1
 : 0.2, 6, i
> COc1cc2c(cc1O)C(Cc1ccc(O)cc1)[N+](C)([O-])CC2 (stereo not given)
 : -0.7, 26, i
> O=C(NCCC1=CCCCC1)C(=O)NCC(c1ccco1)N1CCN(c2ccccc2)CC1 (stereo not given)
 : ., -4, i
> Cc1ccc(C)c(SCC(=O)OCC(=O)c2ccco2)c1
 : -1.0, 22, i
> CCn1c(=O)n(CC)c2cc(N3CCCC3)c(NC(=O)c3ccccc3OC)cc21
 : -0.7, 26, i
> CCOC(=O)c1sc(NC(=O)c2cc3n(n2)C(C(F)(F)F)CC(c2ccccc2)N3)c(C(=O)OCC)c1C (stereo not given)
 : -2.3, -2, i
> COCCCN1C(=O)C(O)=C(C(C)=O)C1c1ccccn1 (stereo not given)
 : -0.9, 18, i
> COc1cc(O)c(C(CCN2CCCC2)c2ccc3c(c2)OCO3)c(OC)c1 (stereo not given)
 : 1.4, 39, i
> CC(=O)N1CCc2cc(S(=O)(=O)CCC(=O)N3CCc4ccccc4C3)ccc21
 : -3.9, 4, i
> CCCCNC(=O)CCC(=O)Nc1ccc2nc(N3CCN(C)CC3)cc(C)c2c1
 : 0.2, 0, i
> O=C(Nc1nnc(Cc2ccc(Cl)cc2)s1)C1CCCO1 (stereo not given)
 : -4.2, 3, i
> Cc1ccc(/C=C/C(=O)OC(C)C(=O)NC2CCCCC2C)o1 (stereo not given)
 : -1.5, 18, i
> CN(C)S(=O)(=O)c1cccc(NC(=O)c2ccc3nccnc3c2)c1
 : 0.2, 19, i
> O=C(COC(=O)c1cc(F)cc(F)c1)NCCCc1ccccc1
 : -0.2, -7, i
> CCN(CC)S(=O)(=O)c1ccc(C)c(NC(=O)CSc2nc3ccc(C)cc3[nH]2)c1
 : 0.5, 10, i
> COC(=O)Cn1c(=NC(=O)CSCC(=O)Nc2cc(C)on2)sc2ccccc21
 : -0.2, -2, i
> O=C(CNC(=S)N(CCCN1CCOCC1)Cc1cccs1)N1CCCCCC1
 : -1.1, 20, i
> COc1cccc(NC(=O)Nc2ccc3c(c2)nnn3C)c1
 : -10, 30, .
> Cn1c(=N)n(CC(O)c2ccco2)c2ccccc21 (stereo not given)
 : -0.8, 12, i
> Cc1cccc(NC(=O)c2nc[nH]c2C(=O)NCCCCNC(=O)c2[nH]cnc2C(=O)Nc2cccc(C)c2)c1
 : -0.9, 5, .
> CNC(=O)c1c(NC(=O)C2=COCCO2)sc2c1CCC(C)C2 (stereo not given)
 : -0.6, 27, i
> O=c1[nH][nH]c(C(F)(F)F)c1/C=N/N1CCOCC1
 : -3.5, 7, i
> Cc1ccc(-c2cc(C(=O)Nc3nn[nH]n3)c3ccccc3n2)cc1
 : -0.7, 5, i
> CCOCCCNCC(=O)NCC1CCCCC1
 : -1.1, 3, i
> C=CCSc1nc(C)cc(C(=O)OCC)c1C#N
 : -3.7, 5, i
> CCNc1sc(S(C)(=O)=O)nc1S(=O)(=O)c1ccc(Cl)cc1
 : -1.7, 6, i
> COc1cc(/C=N/Nc2nc(Nc3ccccc3)nc(N3CCCCC3)n2)ccc1OCC(=O)O
 : 2.4, 15, i

# The closing 6 records of the section above open the next one.
# Screens in order – STK33 inh, OX1R antag, KCNQ2 block
> O=c1[nH][nH]c(C(F)(F)F)c1/C=N/N1CCOCC1
 : -3.5, 7, i
> Cc1ccc(-c2cc(C(=O)Nc3nn[nH]n3)c3ccccc3n2)cc1
 : -0.7, 5, i
> CCOCCCNCC(=O)NCC1CCCCC1
 : -1.1, 3, i
> C=CCSc1nc(C)cc(C(=O)OCC)c1C#N
 : -3.7, 5, i
> CCNc1sc(S(C)(=O)=O)nc1S(=O)(=O)c1ccc(Cl)cc1
 : -1.7, 6, i
> COc1cc(/C=N/Nc2nc(Nc3ccccc3)nc(N3CCCCC3)n2)ccc1OCC(=O)O
 : 2.4, 15, i
> CC(C)c1cccc(C(C)C)c1OC(=O)[C@H]1OC(c2ccc(Br)cc2)=C[C@@H]1c1ccc(Br)cc1
 : -1.0, 4, .
> CC1(C)NC(=O)N(CC(=O)N2CCN(c3cccc(Cl)c3)CC2)C1=O
 : 0.0, 6, .
> CCNC(=S)NNC(=O)c1ccccc1OC(F)F
 : 0.2, 7, i
> C=CCNc1ncnc2sc(SC)nc12
 : 0.1, 7, i
> O=C(OCC(=O)N1CCN(c2ccccc2)CC1)c1cccc([N+](=O)[O-])c1
 : -2.7, 31, i
> CCCOc1ccc(N/C=C/C(=O)c2cc(OC)c(OC)c(OC)c2)cc1
 : ., 8, i
> CCCc1cc(=O)oc2c(C)c(OCC(=O)NCc3ccccn3)ccc12
 : 0.3, 1, i
> Cc1ccc(NC(=O)CSc2ccc(C(N)=O)cc2[N+](=O)[O-])cc1C
 : 0.7, 11, i
> CSc1nc(-c2ccc(C)cc2)nc(C(Cl)Cl)n1
 : -1.0, 4, i
> Cc1c(C)n2c(SCC(=O)N3CCCCCC3)nnc2[nH]c1=O
 : -0.3, 10, i
> CCCCCC(=O)NC(CC(=O)OC)c1ccc2c(c1)OCO2 (stereo not given)
 : ., 32, i
> CC(=O)Oc1ccc2c(c1)Oc1cc(OC(C)=O)ccc1C21OC(=O)c2ccccc21
 : -1.5, 60*, .
> COc1cc(OC)cc(-c2nc3ccccc3c(=O)n2OC(=O)c2ccccc2C)c1
 : -0.2, 12, i
> c1ccc(CCOn2ccnc2)cc1
 : -2.3, 2, i
> O=S1(=O)CCOCCN1Cc1ccccc1
 : -2.0, 13, i
> CC(C)[C@H](NC(N)=O)C(=O)Nc1ccc(Oc2ccccc2)cc1
 : 0.7, 15, i
> COCCCNC(=S)Nc1ccc2nc(N3CCOCC3)cc(C)c2c1
 : 1.3, -7, i
> Cc1ccc(S(=O)(=O)N(C)C)cc1NC(=O)CN1C(=O)NC2(CCCCCC2)C1=O
 : -1.3, 19, i
> CCc1cc(=O)oc2cc(OCC(=O)N3CCCc4ccccc43)ccc12
 : -0.5, 17, i
> O=C(NCc1ccc2c(c1)OCO2)c1ccc(COc2cc(Cl)ccc2Cl)o1
 : -0.6, 4, i
> O=C(NCC1COc2ccccc2O1)c1ccccc1 (stereo not given)
 : 0.1, 20, i
> Cc1ccc2nc(C)cc(C(=O)OCC(=O)Nc3c(C)n(C)n(-c4ccccc4)c3=O)c2c1
 : 0.3, 18, i
> O=C(CN(Cc1ccc(F)cc1)C(=O)CCC(=O)Nc1ccccn1)NCCc1ccccc1
 : -0.8, 18, i
> CSc1nc2ccc3nc(NC(=O)c4ccc(C)cc4)sc3c2s1
 : -0.1, 23, i
> CCN1CCN(C(C(=O)NC2CCCC2)c2cc3c(cc2[N+](=O)[O-])OCO3)CC1 (stereo not given)
 : -0.7, 26, i
> CN(C)c1ccc(NC(=O)c2ccc3c(c2)nnn3C)cc1
 : -1.3, 7, i
> COc1ccc(CN2[C@@H](CC(C)=O)c3cc(C(F)(F)F)ccc3S2(=O)=O)cc1
 : 1.0, 17, i
> Cc1cc(C(=O)Cn2nnc3ccccc3c2=O)c(C)n1Cc1cccs1
 : 0.2, 22, i
> COc1ccc(N(CC(=O)NC2CCCC2)S(=O)(=O)c2ccc(NC(C)=O)cc2)cc1
 : 0.8, 5, i
> Cn1c2ccccc2n2c(=O)cc(-c3ccccc3)c(C#N)c12
 : -2.4, 7, i
> CC1=C(C(=O)Nc2ccccc2)C(c2cccnc2)n2ncnc2N1 (stereo not given)
 : 0.0, 7, i
> COc1ccc(OC)c(NC(=O)CCOc2cccc(C)c2)c1
 : 0.6, 46, i
> CCCC1CC(C)(c2csc(Nc3ccc(OCC)cc3)n2)OC1=O (stereo not given)
 : -0.3, 7, i
> CC(C)Cc1csc(NC(=O)C(C)C)c1C(=O)O
 : -0.7, 9, i
> CCOc1ccccc1C(=O)N1CCN=C1SCc1cccnc1
 : -0.8, 22, i
> CC(C)(C)Nc1nc(Cl)nc(NCc2ccccc2)n1
 : 0.9, 21, i
> COc1ccc(NC(=O)/C=C2\SC(=O)NC2=O)cc1
 : -1.1, 19, i
> CC(C)CNC(=S)Nc1ccccc1F
 : -1.1, 11, i
> Cc1cccc(C)c1NC(=O)CNC(=O)c1ccc2nc[nH]c2c1
 : -2.4, 16, i
> COc1ccc(NS(=O)(=O)c2cc(NC(=O)C3CC3)ccc2N2CCCCC2)cc1
 : 0.4, 33, i
> COc1ccc([C@@H](OC)[C@@]2(Cc3ccc(O)cc3)N=C(N)N(C)C2=O)cc1
 : -0.6, 2, .
> CON(C)c1nc(OCCNC(=O)COc2ccc(Cl)cc2C)nc(N(C)C)n1
 : 0.1, 48, i
> Cc1ccc(-c2noc(C3CCCN(C(=O)c4c(F)cccc4F)C3)n2)cc1 (stereo not given)
 : -0.1, 21, i
> COc1ccc([C@@H]2CC=C(C(=O)O)[C@H](c3cccc(Cl)c3)N2S(=O)(=O)c2ccccc2C)cc1
 : -1.6, 88*, .
> Cc1cccc(C)c1NC(=O)C(C)Sc1n[nH]c(-c2ccncc2)n1 (stereo not given)
 : -0.1, 16, i
> COC(=O)C1CCN(C(=O)COC(=O)c2oc3ccc(OC)cc3c2C)CC1
 : -0.2, 2, i
> O=C(Nc1ccc(C(F)(F)F)cc1)c1ccccc1Br
 : -0.2, 28, i

# Entries listed above that bear a hit mark in OX1R antag:
# Screens in order – STK33 inh, OX1R antag, KCNQ2 block
> CC(=O)Oc1ccc2c(c1)Oc1cc(OC(C)=O)ccc1C21OC(=O)c2ccccc21
 : -1.5, 60*, .
> COc1ccc([C@@H]2CC=C(C(=O)O)[C@H](c3cccc(Cl)c3)N2S(=O)(=O)c2ccccc2C)cc1
 : -1.6, 88*, .
